# Assay outcomes deposited in PubChem by several laboratories.
# NadD inh: inhibitors of Staphylococcus aureus NadD; purified NadD enzyme, colorimetric absorbance read-out; 360,000 tested, 0.78% active; AID 602399; inhibition, % at 20 µM; in the data active means inhibition above about 26%; further: some compounds past the cut are filed as inactive
# STEP inh: STEP (human) phosphatase inhibition; AID 588621; P54829; recombinant STEP, OMFP fluorogenic substrate, fluorescence; 360,000 tested, 0.25% active; inhibition, % at 20 µM;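 active means inhibition at 20 µM, scaled per plate between control wells, above about 37%, limit read from the data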;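 further: 0% = DMSO with enzyme and substrate and 100% = substrate only without enzyme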
#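 material = STEP tyrosine phosphatase | reagent = fluorogenic phosphatase substrate OMFP at 25 µM final | doses = single compound dose of 20 µM, 1% DMSO final | schedule = 20 min reaction, room temperature, in the dark | measured by = fluorescence, 480/540 nm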
# CSN inh: inhibitors of human CSN-mediated cullin deneddylation. Q92905. Purified CSN, SCF-Nedd8-OG deneddylation, fluorescence polarization. inhibition, % at 12.5 µM. 360,000 tested, 0.38% active;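 active means pattern-corrected inhibition above about 35%, with an unprinted fluorescence ratio check between 0.5 and 1.5, limit read from the data, passing the limit was not always enough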;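 further: 0% = enzyme with substrate and 100% = substrate without enzyme; some results filed as inactive read as strong as hits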
#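 Assay system: purified human Csn5 enzyme expressed in HEK293T cells; measure: % inhibition; also added: SCFSkp2-Nedd8OG substrate at 10 nM final; technique: fluorescence polarization; times: reaction 90 min, room temperature; medium: Tris buffer pH 7.5, NaCl, DTT, Tween-20, trehalose, ovalbumin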
# DNMT1 inh: inhibitors of human DNMT1; P26358; DNMT1 molecular beacon, Hinp1I cleavage, fluorescence; inhibition (reported as % activation of signal), % at 10 µM; 360,000 tested, 0.83% active; AID 588458; in the data active means inhibition above about 50%
# Target sequence (P26358 504-1616 limits assumed): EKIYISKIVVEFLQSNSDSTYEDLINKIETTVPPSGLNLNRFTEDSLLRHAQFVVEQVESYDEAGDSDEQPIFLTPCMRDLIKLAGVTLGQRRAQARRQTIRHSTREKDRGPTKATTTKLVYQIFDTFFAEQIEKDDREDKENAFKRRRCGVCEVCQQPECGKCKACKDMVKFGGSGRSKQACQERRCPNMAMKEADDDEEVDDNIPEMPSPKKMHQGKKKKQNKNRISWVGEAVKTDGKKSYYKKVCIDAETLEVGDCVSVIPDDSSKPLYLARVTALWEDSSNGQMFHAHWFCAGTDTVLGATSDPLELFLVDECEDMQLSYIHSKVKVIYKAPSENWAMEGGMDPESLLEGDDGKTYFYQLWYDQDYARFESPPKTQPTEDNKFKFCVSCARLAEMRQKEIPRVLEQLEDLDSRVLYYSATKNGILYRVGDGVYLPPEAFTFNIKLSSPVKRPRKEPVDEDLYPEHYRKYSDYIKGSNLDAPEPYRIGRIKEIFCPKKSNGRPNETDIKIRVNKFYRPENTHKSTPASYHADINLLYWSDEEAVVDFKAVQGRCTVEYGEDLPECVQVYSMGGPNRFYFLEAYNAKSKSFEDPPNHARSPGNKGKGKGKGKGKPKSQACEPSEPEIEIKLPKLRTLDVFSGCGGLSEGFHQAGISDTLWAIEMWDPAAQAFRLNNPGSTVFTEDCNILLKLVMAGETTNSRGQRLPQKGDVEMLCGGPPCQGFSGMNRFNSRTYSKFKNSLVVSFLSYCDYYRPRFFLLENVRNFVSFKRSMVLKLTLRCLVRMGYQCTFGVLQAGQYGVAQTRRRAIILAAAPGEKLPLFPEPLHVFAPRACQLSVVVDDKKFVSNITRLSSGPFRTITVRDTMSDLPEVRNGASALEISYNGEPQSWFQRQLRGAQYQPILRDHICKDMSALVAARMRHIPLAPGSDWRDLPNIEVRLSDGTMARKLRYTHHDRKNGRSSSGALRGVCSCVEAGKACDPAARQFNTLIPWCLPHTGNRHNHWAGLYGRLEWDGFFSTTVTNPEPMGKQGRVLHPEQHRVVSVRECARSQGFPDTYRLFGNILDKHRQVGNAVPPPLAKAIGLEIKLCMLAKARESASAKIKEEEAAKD
# Rpn11 inh: Rpn11 (human) deubiquitinase inhibition; O00487; human 26S proteasome, Ub4-pepOG fluorescence polarization; 20S core pre-blocked with epoxomicin; calls only at 20 µM; 360,000 tested, 0.59% active;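 active means inhibition at 20 µM, scaled to each plate's controls, above about 33%, limit read from the data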
# LMPTP block: blocks human LMPTP phosphatase. 360,000 tested, 0.22% active. inhibition, % at 20 µM. AID 651560. recombinant LMPTP-A, OMFP fluorogenic substrate, fluorescence intensity. P24666;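 active means compounds that cut the enzyme signal by at least half of the control window in the single-dose screen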;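 further: plate controls were DMSO wells with enzyme plus substrate for no effect and substrate without enzyme for full effect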
#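 Buffer or medium: Bis-Tris pH 6.0, DTT, detergent; Assay system: LMPTP-A enzyme; Quantity: 0.625 nM enzyme; Detection: endpoint fluorescence intensity; Times: 50 min dark incubation at room temperature; Controls: substrate-only low control, DMSO enzyme-plus-substrate high control; Doses: single 20 µM dose; Read-out: percent inhibition versus substrate-only and uninhibited controls; Reagent: 400 µM OMFP.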
# Rin1-Abl PPI inh: blocks binding of human Rin1 to Abl | P00519+Q13671 | TR-FRET Rin1/Abl binding, biochemical | inhibition, % at 7.35 µM | 360,000 tested, 0.4% active | AID 588664; in the data active means inhibition above about 5%, passing the limit was not always enough
# Scp-1 inhibitor: Scp-1 (human) phosphatase inhibition; inhibition, % at 20 µM; 340,000 tested, 0.88% active; AID 493091; Recombinant Scp1, phosphopeptide, malachite green phosphate absorbance;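 active means inhibition above about 50% at 20 µM, limit read from the data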;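 further: plate controls were DMSO wells with enzyme for no effect and wells lacking enzyme for full effect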
#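 Test system: SCP-1 phosphatase catalytic domain, residues 76-261; measured by: colorimetric phosphate reagent with accelerator and stabiliser, absorbance at 630 nm; timing: enzyme reaction 45 min at room temperature, colour 5 min, stabilisation 30 min; also added: Phosphorylated 17-residue peptide substrate; compound dosing: one concentration, 20 µM, with 1.0% DMSO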
# Neddyl block: inhibitors of human cullin neddylation. P61081+Q13564. TR-FRET cullin neddylation, biochemical. calls only at 25 µM. 360,000 tested, 0.58% active. AID 651699; in the data active means inhibition above about 36%
# SUMO1 PPI mod: alters human SUMO1 binding to SIM partners. P63165. SUMO1 binding to a labelled peptide, TR-FRET, 1 h. inhibition, % at 20 µM. 360,000 tested, 0.33% active. AID 602429; in the data active means inhibition above about 37%
# Starred values were filed as active, the others as inactive; i = inactive; . = no result given. Outcome played no part in choosing rows. Share with any hit: about 3.8%.
NadD inh	STEP inh	CSN inh	DNMT1 inh	Rpn11 inh	LMPTP block	Rin1-Abl PPI inh	Scp-1 inhibitor	SMILES	Neddyl block	SUMO1 PPI mod
-1.6	0.5	1.7	0.5	i	0.3	-0.9	-5.1	COc1cccc(NC(=O)Nc2cc(C)on2)c1	i	3.8
-0.4	6.6	1.3	-2.3	i	-1.3	1.2	-8.7	C=CCNC(=O)CCCOc1cc(C)ccc1C	i	-0.5
1.6	.	-1.8	.	.	-0.1	.	.	Nc1nc2ccc(Cl)cc2cc1C(=O)NC1CC1	.	-7.9
2.8	3.4	-2.0	2.5	i	2.3	1.2	-10.5	COC(=O)C1=CN(c2ccc(F)cc2)C=C(C(=O)OC)C1c1cccc(Br)c1	.	-1.5
-10.8	1.9	2.9	0.5	i	0.8	-2.3	-9.4	COc1ccc(/C=C/C(=O)Nc2ccc3nc4n(c(=O)c3c2)CCCC4)cc1OC	.	-4.5
5.9	2.7	0.4	-8.7	i	1.5	1.2	-9.6	Cc1nn(-c2ccccc2)c2c1C(c1ccccc1)C(C#N)=C(N)O2 (configuration not stated)	i	30.4
-2.0	2.7	0.4	5.4	i	3.9	-0.8	-0.6	CCN(CC)c1nc2ccccc2n(Cc2cccc(OC)c2)c1=O	i	4.0
3.1	-2.1	-0.2	-21.0	i	3.8	-2.6	-18.2	CCc1ccc(NC(=O)Nc2ccc3c(c2)N(C)C(=O)CS3)cc1	i	1.4
-4.6	-1.2	2.7	0.3	i	-0.4	-1.1	-7.8	CC(=O)Nc1ccc(NS(=O)(=O)c2ccc(-c3csc(C)n3)s2)cc1	i	-21.3
-1.6	-4.2	-1.9	5.1	i	-0.5	-0.4	-0.3	CCc1cc(=O)oc2cc(OCC(=O)NCCCn3ccnc3)c(Cl)cc12	i	4.1
-5.2	-0.5	3.8	-1.3	i	-1.1	-0.8	.	CC1CC(C)CN(C(CCc2ccccc2)C(=O)NC2CCCCC2)C1 (configuration not stated)	i	-2.2
4.5	1.2	4.1	-4.3	i	1.4	-2.8	-13.9	C=CCNc1oc(-c2ccc(OCC)cc2)nc1C#N	.	-4.8
-0.2	-1.1	5.7	0.5	i	-2.0	-3.2	.	CCCS(=O)(=O)NC(=O)C1(C)CCN(C(=O)Cc2ccc3ccccc3c2)C1 (configuration not stated)	i	-2.6
60.1*	5.9	-2.3	-14.4	i	12.2	15.3*	50.6*	COc1ccc(/C=N\NC(=O)c2cc(O)c(O)c(O)c2)cc1COc1ccc(C(=O)OCC(C)C)cc1	i	16.3
0.9	-2.7	-0.9	3.7	i	0.9	2.6	-3.1	CS/C(=C/[N+](=O)[O-])Nc1cccc2c1C(C)CC2(C)C (configuration not stated)	i	-4.1
1.0	-0.3	-1.7	-0.6	i	-1.1	2.2	.	COCCNC(=O)C1(C)CCCN(CC(=O)c2ccc(OC)cc2)C1 (configuration not stated)	i	-0.4
2.9	-1.8	-2.1	-3.7	i	-3.3	0.1	-10.4	Nc1nnnn1-c1cccc([N+](=O)[O-])c1	i	-31.6
22.4	2.5	3.9	-12.6	i	1.4	0.1	6.3	N#C/C(=C(/O)CSc1nnc(Cc2cccs2)n1C1CCCCC1)c1nc2ccccc2[nH]1	i	13.5
0.7	-1.2	-6.7	-14.0	i	-0.5	-0.7	3.5	CCOc1ccccc1N1CC(C(=O)N(CC)C2CCS(=O)(=O)C2)CC1=O (configuration not stated)	i	-2.4
-2.9	-2.7	0.8	5.9	i	-0.2	4.0	-10.3	Cn1nccc1C(=O)NCCN1C(=O)OC(C)(C)C1(C)O (configuration not stated)	i	-4.4
-1.2	1.1	-4.6	-0.5	i	-0.7	-1.3	-2.8	COCC(C)NC(=O)/C=C/c1ccc(OC)cc1 (configuration not stated)	i	-0.6
-4.5	-16.0	-3.1	-2.0	i	-0.4	1.2	-13.9	CCCNC(=O)c1ccccc1NC(=O)c1ccccc1N(C)S(=O)(=O)c1ccc(C)cc1	i	2.6
-5.6	2.7	3.6	2.7	i	-0.6	2.2	-2.1	COc1ccc(-c2nn(-c3ccccc3)cc2CNC(C)Cn2cncn2)c(F)c1 (configuration not stated)	i	2.9
7.2	0.6	7.4	-13.8	i	-0.9	2.3	-2.2	COc1ccc(NCc2nnc(SCC(=O)c3ccc(C)cc3)o2)cc1	i	-4.0
2.1	-0.7	-3.0	1.5	i	-0.4	-2.8	-0.7	O=C(NNc1nc2ccccc2o1)c1ccccc1	i	-2.4
-1.7	0.7	-4.4	4.2	i	-1.3	5.0	-4.6	O=S(=O)(Nc1ccc(-n2cnnn2)cc1)c1ccccc1F	i	6.2
-10.1	1.3	0.9	-5.1	i	-0.2	-4.0	-2.0	CC(C)CCN1CCN(Cc2cc3ccccc3[nH]2)CC1CCO (configuration not stated)	i	4.2
5.4	1.1	1.8	-0.6	i	-1.9	1.4	18.6	CCCCn1c(N)c(N(CCOC)C(=O)c2cc(-c3ccc(OC)c(OC)c3)nc3ccccc23)c(=O)[nH]c1=O	i	-3.2
4.4	-1.5	0.0	-0.5	i	-0.4	-2.4	-1.2	COc1cc(/C=C/C(=O)O)cc(OC)c1OC	i	-4.0
-4.6	-0.7	1.5	-2.2	i	-1.5	1.6	-8.6	CCN1C(=O)[C@@H]2[C@@H](c3ccc(-c4ccc(C(C)=O)cc4)cc3)N3CCC[C@@]3(C(=O)OC)[C@@H]2C1=O	i	-2.0

# More results
NadD inh	STEP inh	CSN inh	DNMT1 inh	Rpn11 inh	LMPTP block	Rin1-Abl PPI inh	Scp-1 inhibitor	SMILES	Neddyl block	SUMO1 PPI mod
5.8	-2.4	-1.4	-2.5	i	1.7	0.4	3.4	COc1ccc(C2CC(=O)c3c(C)nc(N4CCN(c5ccccc5)CC4)nc3C2)cc1 (configuration not stated)	i	3.8
0.5	-2.2	-2.0	2.4	i	-2.0	3.5	-4.7	Cc1ccc(OCC(=O)O)c(O)c1	i	3.8
-1.3	-0.1	-5.8	0.4	i	-0.8	2.4	0.0	COc1cc(CC(=O)N(CC(C)C)C2CCS(=O)(=O)C2)cc(OC)c1OC (configuration not stated)	i	4.4
-1.4	-0.9	2.7	23.1	i	1.2	3.3	44.7	COc1cc([C@H](Cc2ccccc2)NC(C)=O)oc(=O)c1	i	15.9
-0.6	-1.5	-1.1	0.4	i	-1.2	0.2	-1.1	COc1ccc(S(=O)(=O)N2CCOC23CCN(C(=O)c2ccccc2OC)CC3)cc1	i	6.0
6.9	-1.0	2.1	2.8	i	-0.7	-1.6	-3.3	Cc1ccc(N2C(=O)c3ccc(C(=O)NCCN4CCOCC4)cc3C2=O)cc1	i	-28.2
-2.1	-0.1	-3.6	5.9	i	-0.8	0.7	-5.9	CC(C)[C@@H](CO)NC(=O)c1ccc2c3n(nc2c1)-c1ccccc1CO3	i	-19.8
3.0	8.1	0.9	-0.5	i	2.4	-5.6	-6.6	Cc1ccc(S(=O)(=O)N2C[C@@H]3[C@H]4CC[C@H](C4)[C@@H]3[C@@H](C)[C@H]2c2ccco2)cc1	i	1.5
4.6	-1.9	-3.7	3.4	i	0.2	-1.1	.	CCOC(=O)C1CCCN(C(=O)c2cc(OC)ccc2Br)CC1 (configuration not stated)	i	1.5
6.9	2.3	-1.7	-16.3	i	2.1	0.6	.	COc1cc2c(cc1OC)C(c1ccc3c(c1)Cc1ccccc1-3)OC(=O)C2 (configuration not stated)	i	7.6
-6.0	-2.3	1.0	-0.8	i	0.4	0.9	2.0	CCN(CC(=O)NC(C)(C)C)C(=O)c1ccc2c(c1)S(=O)(=O)c1ccccc1C2=O	i	-25.8
0.7	0.2	-6.0	15.3	i	3.2	3.7	-0.6	COCc1cc(C)nc(SC)c1C#N	i	0.3
1.5	1.5	-3.5	-0.5	i	-0.5	-2.0	-7.1	Cc1cc(NC(=O)c2ccc([N+](=O)[O-])cc2)n(CCC#N)n1	i	-28.1
5.1	2.6	-6.5	-2.1	i	0.3	4.2	2.6	COc1ccc(/C=N/NC(=O)c2sccc2OCc2ccc(F)cc2)cc1OC	i	-10.2
-3.1	2.2	-3.7	-7.1	i	-0.8	2.2	-4.2	N#CC1=C(N)Oc2c(oc(CO)cc2=O)C1c1ccccc1[N+](=O)[O-] (configuration not stated)	i	-6.2
-3.3	-1.6	0.6	-0.3	i	0.3	-1.7	-4.7	Cc1ccc(NC(=O)c2ccc3c(c2)N(CC(=O)NC(C)C)C(=O)C(C)(C)O3)cc1	i	2.3
11.9	-3.0	4.8	-28.0	i	3.1	1.2	-8.1	CC(C)(C)OC(=O)NCCCC[C@H](NC(=O)c1nc[nH]c1C(=O)N[C@@H](CCCCNC(=O)OC(C)(C)C)C(=O)OC(C)(C)C)C(=O)OC(C)(C)C	i	-5.4
0.8	0.2	0.1	-1.4	i	1.0	0.2	0.9	CCC(Sc1nc2ccccc2c(=O)[nH]1)C(=O)Nc1ccc(C(C)=O)cc1 (configuration not stated)	i	-7.6
2.2	1.7	-3.3	-1.5	i	-0.1	2.8	-1.2	COc1ccc(-n2c(Cc3cccn3C)nnc2SCC(=O)Nc2cccc(OC)c2)cc1	i	4.5
2.5	0.1	-2.9	1.9	i	-2.9	4.3	-4.6	CC(C)NC(=O)c1cccc(Br)c1	i	-1.8
-5.8	-2.2	-1.6	6.9	i	-0.4	-0.7	-7.8	COc1cccc(OC)c1C(=O)Nc1ccc(Cc2ccncc2)cc1	i	-2.0
-3.9	-1.8	-4.2	1.3	i	-0.1	5.0	-5.8	O=C(CCNC(=O)c1ccc(Cl)cc1)NCc1cccc(C(F)(F)F)c1	i	0.4
41.2*	1.3	5.7	0.5	i	1.8	1.9	-6.3	Cc1cc(C)nc(NS(=O)(=O)c2ccc(NC(=O)CN3C(=O)S/C(=C\c4ccccc4)C3=O)cc2)n1	i	-5.5

# Look-ups from the results shown:
# NadD inh result of O=C(NNc1nc2ccccc2o1)c1ccccc1 = 2.1
# CSN inh result of COc1ccc(/C=C/C(=O)Nc2ccc3nc4n(c(=O)c3c2)CCCC4)cc1OC = 2.9
# Scp-1 inhibitor result of COc1cc(/C=C/C(=O)O)cc(OC)c1OC = -1.2
# SUMO1 PPI mod result of CCN1C(=O)[C@@H]2[C@@H](c3ccc(-c4ccc(C(C)=O)cc4)cc3)N3CCC[C@@]3(C(=O)OC)[C@@H]2C1=O = -2.0

# Whole records, looked up by structure.
# Cc1cc(NC(=O)c2ccc([N+](=O)[O-])cc2)n(CCC#N)n1 in the list: NadD inh = 1.5; STEP inh = 1.5; CSN inh = -3.5; DNMT1 inh = -0.5; Rpn11 inh = i; LMPTP block = -0.5; Rin1-Abl PPI inh = -2.0; Scp-1 inhibitor = -7.1; Neddyl block = i; SUMO1 PPI mod = -28.1
# O=C(CCNC(=O)c1ccc(Cl)cc1)NCc1cccc(C(F)(F)F)c1 in the list: NadD inh = -3.9; STEP inh = -1.8; CSN inh = -4.2; DNMT1 inh = 1.3; Rpn11 inh = i; LMPTP block = -0.1; Rin1-Abl PPI inh = 5.0; Scp-1 inhibitor = -5.8; Neddyl block = i; SUMO1 PPI mod = 0.4
